Assay outcomes: PubChem, NCI
Growth percent in the NCI-60 one-dose screen (48 h, 10 µM unless noted): 100 = growth as untreated, 0 = no growth, -100 = all killed.
SR: SR leukemia cells; AID 1794780; 8.7% of 73,000 active
K-562: K-562 leukemia; 7.4% of 78,000 active; AID 1794777
RPMI-8226: RPMI-8226 leukemia cells; 7.5% of 77,000 active
HOP-62: HOP-62 NSCLC; AID 1794735; 3.9% of 80,000 active
MOLT-4: MOLT-4 leukemia cells | 6.9% of 80,000 active | AID 1794779
MDA-MB-468: MDA-MB-468 breast cancer | 8.5% of 78,000 active | AID 2202374
MDA-MB-435: MDA-MB-435 melanoma; 7.8% of 82,000 active; AID 1794794
CCRF-CEM: CCRF-CEM leukemia; 7% of 77,000 active
Active calls of the source: *; / = not tested or not shown; & = joins results of further samples. The calls were made as follows: active = growth percent below 10; inactive = the rest. Hits appear at their usual frequency. About 15% of those tested had a hit in this group.

SMILES	SR	K-562	RPMI-8226	HOP-62	MOLT-4	MDA-MB-468	MDA-MB-435	CCRF-CEM
COc1ccc(-c2csc(NC(=O)c3ccc(Cc4n[nH]c(=O)c5cccnc45)cc3)n2)cc1	118	83	83	92	97	64	99	/
O=S(=O)(NCCNc1cc(-c2c(-c3cccc(O)c3)nc3sccn23)ccn1)c1cccc2ccccc12	/	75	69	107	72	99	86	71
Cc1cc2cn3c4ccccc4oc(=O)c3c2cc1C	86	100	105	93	101	98	108	99
COc1ccc(C2=NN3C(C2)c2ccccc2OC32C(=O)Nc3ccccc32)cc1 (centres undefined)	110	110	106	117	101	116	101	103
COc1ccc(CN2C(=O)CSC2c2cc(OC)c(OC)c(OC)c2)cc1OC (centres undefined)	/	109	104	118	94	105	101	115
Cc1ccc2cc(CCCC(=O)O)ccc2c1	95	113	98	105	104	114	107	102
Nc1cccc2c1CCC2	79	106	99	92	91	98	101	92
c1ccc(-c2ccc(N=Nc3ccc(-c4ccccc4)cc3)cc2)cc1	102	111	102	103	106	99	109	102
Cc1nn(-c2ccccc2)c2c1C1C(=C(c3ccc(F)cc3)N2)C(=O)N(Cc2ccccc2)c2ccccc21 (centres undefined)	70	75	82	95	66	78	100	86
O=C1[C@H]2Cc3c([nH]c4ccccc34)[C@H](c3ccc(Cl)cc3)N2C(=O)CN1C1CCN(Cc2ccccc2)CC1	30	28	51	82	46	71	76	63

Retrieved by compound from above:
SMILES	SR	K-562	RPMI-8226	HOP-62	MOLT-4	MDA-MB-468	MDA-MB-435	CCRF-CEM
COc1ccc(CN2C(=O)CSC2c2cc(OC)c(OC)c(OC)c2)cc1OC (centres undefined)	/	109	104	118	94	105	101	115
O=C1[C@H]2Cc3c([nH]c4ccccc34)[C@H](c3ccc(Cl)cc3)N2C(=O)CN1C1CCN(Cc2ccccc2)CC1	30	28	51	82	46	71	76	63
COc1ccc(C2=NN3C(C2)c2ccccc2OC32C(=O)Nc3ccccc32)cc1 (centres undefined)	110	110	106	117	101	116	101	103
O=S(=O)(NCCNc1cc(-c2c(-c3cccc(O)c3)nc3sccn23)ccn1)c1cccc2ccccc12	/	75	69	107	72	99	86	71
c1ccc(-c2ccc(N=Nc3ccc(-c4ccccc4)cc3)cc2)cc1	102	111	102	103	106	99	109	102
Nc1cccc2c1CCC2	79	106	99	92	91	98	101	92

Other compounds follow.
SMILES	SR	K-562	RPMI-8226	HOP-62	MOLT-4	MDA-MB-468	MDA-MB-435	CCRF-CEM
COC(=O)[C@@H]1CCCN1C(=O)C1CCCN1C(=O)[C@H](Cc1ccccc1)NC(=S)Nc1cc(C(F)(F)F)cc(C(F)(F)F)c1 (some centres undefined)	75	88	74	104	65	79	98	87
CC1CCN(C2=NC(=O)/C(=C\c3ccc(C(C)(C)C)cc3)S2)CC1	89	89	92	98	88	100	100	96
O=C1Nc2ccccc2/C1=C/c1cccn1CCCCCCn1c2ccccc2c(=O)c2ccccc21	81	67	25	63	51	8.5*	97	50
CC(=O)Nc1ccc(S(=O)(=O)N2C(=O)CCC2C(=O)Nc2ccccc2)cc1 (centres undefined)	28	12	27	30	29	40	28	18
CC(C)CCOC(=O)c1ccccc1	107	102	118	/	99	115	106	109
CCCCOc1nc2c(C)cccc2cc1C(c1cn(CCCC)c2ccccc12)c1cn(CCCC)c2ccccc12	94	91	/	110	97	98	108	102
CC(C)NCC(O)c1cc(O)cc(O)c1 (centres undefined)	/	103	94	102	99	118	106	98
Fc1ccc(/C=C/c2cc(/C=C/c3ccc(F)cc3)n(-c3cccc(C(F)(F)F)c3)n2)cc1	89	88	94	112	88	109	104	91
CCOC(=O)C1=C(C)N2C(=NC3=C(CCCC/C3=C\c3ccccc3)C2c2ccccc2)S1 (centres undefined)	91	99	96	117	96	103	94	98
N#Cc1c(-c2ccc(Br)cc2)n2c(nc1=O)NNCC2=O	128	133	111	114	130	99	99	111
CCOC(=O)c1ccc(Nc2ccnc(SCC(=O)c3ccc(-c4ccccc4)cc3)n2)cc1	96	98	92	104	100	102	105	103
O=C(O)c1ccccc1Nc1cc(Cl)ccc1Cl	104	109	110	99	103	95	97	103
COc1cccc(-c2cn3nc(-c4c[nH]c5ccc(Br)cc45)sc3n2)c1	77	81	84	88	68	100	95	85
c1ccc(C2OCCN2c2ccccc2)cc1 (centres undefined)	98&123	97	98&108	97&98	100&97	99&95	99&107	96
Cc1nc(C(=O)O)cc([N+](=O)[O-])c1C	97	97	96	104	98	92	100	94
COc1ccc(-n2nc(C(=O)NN)cc2-c2ccc(Cl)cc2)cc1	/	93	90	86	93	103	98	81
Cc1cc(C)c(SSc2c(C)cc(C)cc2C)c(C)c1	88	98	101	114	94	105	104	64
Cc1ccc(C2=CSC3=NCCN23)cc1Cl	116	94	122	93	84	87	95	97
CCOP(=O)(OCC)c1nc(-c2ccccc2)oc1N(C)CCCOS(C)(=O)=O	101	99	109	110	102	105	110	103
O=C(Nc1nonc1-c1ccccc1)c1ccc([N+](=O)[O-])cc1	80	73	72	104	74	86	83	56
Cc1ccc(F)c(Br)c1	100	103	109	105	102	111	102	105
Oc1c(Cl)cc(Cl)c2ccc(Cn3cc(-c4cc(C(F)(F)F)cc(C(F)(F)F)c4)nn3)nc12	-14*	6.9*	3.4*	101	3.0*	19	43	4.8*
COC(=O)c1c2c(c3ccc4c5ccccc5ccc4n13)C(=O)c1ccccc1C2=O	91	102	102	92	108	99	104	98
COC(=O)c1nc(-c2ccccc2)oc1S(=O)(=O)N(C)CCO	8.7*	22	42	103	45	6.3*	61	16
CC(=O)Oc1c(Br)cc(Br)cc1-c1ccccc1	104	101	97	105	98	110	104	101
COc1ccc2sc3c(NCCCN(C)C)nc4ccccc4c3c(=O)c2c1	-39*	-22*	/	75	-16*	36	-47*	4.2*
OC(c1ccccn1)C(O)c1ccccn1 (centres undefined)	99	97	108	104	95	113	115	104
Clc1nc2ccccc2nc1-c1nnc(-c2ccccc2)o1	86	93	90	108	104	76	103	92
COc1cc(-c2noc(-c3cccnc3)n2)cc(OC)c1OC	92	101	107	101	/	/	99	111
CC(C)(CNC1CCCCC1)OC(=O)c1ccc(N)cc1	94	96	106	98	103	93	105	84
O=[N+]([O-])c1ccc(I)c(CNCc2ccccc2)c1	98	100	98	99	95	94	98	/
O=C(O)c1cc(F)ccc1O	94	76	108	97	96	115	104	96
S=C(Nc1ccccc1)Nc1ccc(NC(=S)Nc2ccccc2)cc1	87	86	106	99	93	101	62	105
CC(Cc1ccc(O)c(O)c1)(NN)C(=O)O (centres undefined)	130	/	/	102	126	117	111	/
C1=C(c2ccccc2)C(c2ccc(OCCN3CCCCC3)cc2)Oc2ccccc21 (centres undefined)	-0.4*	11	16	60	47	/	19	38
Clc1ccc(-c2nnc(CCc3nc(-c4ccc(Br)cc4)no3)o2)cc1	112	102	100	114	98	109	104	98
CCCC(/C=C/C(C)C)(C(=O)OCC)C(=O)OCC	103	98	113	100	102	99	101	100
COc1cc(C(=O)Nc2ccc(N(C)C)cc2)cc(OC)c1OC	/	43	98	94	92	80	1.3*	/
Cn1cc(/C=C2\SC(=S)N(CCCC(=O)Nc3ccc(O)cc3)C2=O)c2ccccc21	110	92	90	106	77	96	83	81
O=C(c1ccccc1)c1c(Nc2ccccc2)n[nH]c1-c1ccccc1	/	69	57	96	70	108	93	75
N#C/C(=N\Nc1ccccc1)C(=O)Nc1cc(-c2ccccc2)nn1-c1ccccc1	62	26	18	53	33	-3.2*	30	27
NC(=O)OCC(NC(=O)OCc1ccccc1)C(=O)OCc1ccccc1 (centres undefined)	/	106	107	104	110	97	102	90
NNC(=O)c1cc2ccccc2cc1O	81&94	95&92	99&103	96&89	86&95	85&103	104&110	93&82
COc1ccc2c(c1C)CN1CCc3cc4c(cc3C1=C2)OCO4	82	88	86	101	100	64	97	84
CCOC(=O)C(N)CSC(=O)NC (centres undefined)	92	117	134	177	199	/	110	141
N#Cc1cnn(C(C2=C(O)c3ccccc3CC2)c2ccc(Cl)cc2)c1N (centres undefined)	78	85	90	86	87	82	88	91
Nc1ncnc2c1cnn2Cc1ccccc1	74	89	84	84	/	98	101	83
Cc1cc(C)c(S(=O)(=O)N(CCc2cccc(Br)c2)Cc2ccc(-c3cccc(S(C)(=O)=O)c3)cc2)c(C)c1	/	74	95	72	87	96	91	/
C=C(CC)C(=O)c1ccc(OCC(=O)O)c(Cl)c1Cl	80&73	97&82	42&35	95&115	79&95	31	103&102	79&71
O=C(NCCCCC(c1ccc(F)cc1)c1ccc(F)cc1)NCCCc1cccnc1	/	/	-42*	56	/	-3.0*	12	-25*

(further entries)
SMILES	SR	K-562	RPMI-8226	HOP-62	MOLT-4	MDA-MB-468	MDA-MB-435	CCRF-CEM
COc1cc(OC)cc(-c2nn(CC(=O)N3CCOCC3)c3ncnc(N)c23)c1	102	95	108	102	102	102	102	101
O=c1c2cc(Cl)ccc2sc2c(NCCCO)nc3ccccc3c12	70	61	79	74	80	62	92	87
CN(C/C=C/c1ccccc1)Cc1cccc2ccccc12	67	81	86	112	89	99	91	/
Cn1c2ccccc2c2c3c(c4c5ccccc5n(C)c4c21)C(=O)OC3	84	94	90	91	90	101	103	98
O=S(=O)(Nc1ccccn1)c1ccc(Nc2nc(N3CCOCC3)c3ccccc3n2)cc1	95	94	84	79	97	85	111	98
O=C(Oc1ccccc1)N(c1ccccc1)c1ccccc1	60	83	24	99	83	114	109	94
O=C(Nc1ccncc1)C(=O)c1cn(S(=O)(=O)c2ccc(Br)s2)c2ccccc12	37	28	53	107	80	34	19	68
COc1cccc(-c2cc(-c3ccc(F)cc3)c(C#N)c(=O)[nH]2)c1	108	99	95	98	99	109	89	32
C=CS(=O)(=O)CCO	89	88	90	109	91	102	101	/
Nc1c(Cl)[nH]cnc1=S	121	126	108	76	113	105	104	109

Given with values under each structure: entries from further up.
Values in the order – SR | K-562 | RPMI-8226 | HOP-62 | MOLT-4 | MDA-MB-468 | MDA-MB-435 | CCRF-CEM
- C=CS(=O)(=O)CCO
  89 | 88 | 90 | 109 | 91 | 102 | 101 | /
- Nc1c(Cl)[nH]cnc1=S
  121 | 126 | 108 | 76 | 113 | 105 | 104 | 109

Continuation:
SMILES	SR	K-562	RPMI-8226	HOP-62	MOLT-4	MDA-MB-468	MDA-MB-435	CCRF-CEM
CC1CCC2(C)OC1OC2CN (centres undefined)	98	104	106	105	93	108	90	98
NS(=O)(=O)Oc1ccc(CNC(=O)C23CC4CC(CC(C4)C2)C3)cc1	83	87	/	94	102	105	106	99
c1ccc(-c2cc(-c3ccccc3-c3ccccc3)no2)cc1	83	76	90	91	81	93	98	85
C#CCOC(=O)/C=C/c1cn(-c2ccccc2)nc1-c1ccccc1	88	88	101	99	97	99	98	99
Cc1ccc(NC(=O)c2ccc(C)c([N+](=O)[O-])c2)c(C)c1	/	/	107	103	95	108	94	90
CCOC(=O)c1ccc(N2C(=O)CC(N3C(=O)/C(=C/c4cccnc4)SC3=S)C2=O)cc1 (centres undefined)	109	103	107	107	103	103	107	102
CCS(=O)(=O)C(Br)CBr (centres undefined)	85	92	106	99	87	85	93	78
Cc1cc(C)n(Cc2ccc(Cl)cc2Cl)c(=O)c1C#N	108	98	107	98	99	110	99	97
Brc1c2cccnc2n2nnc3ccccc3c12	/	79	72	81	50	67	94	83
O=C(c1nnc(Nc2ccccc2Br)o1)c1c[nH]c2ccccc12	103	112	94	79	106	103	101	98
CC1(C)CC(=O)C(c2c(-c3ccccc3)[nH]c3[nH]c(=S)[nH]c(=O)c23)=C(O)C1	/	/	101	112	/	109	91	92
Cn1cnc([N+](=O)[O-])c1Sc1nnc(-c2ccccc2)c(-c2ccccc2)n1	/	51	44	97	41	65	42	8.9*
CCCCCCCCCCCCS(=O)(=O)CC(=O)O	97	102	107	114	111	91	104	107
COc1ccc(/C=N/N2C(=O)SC3(C2=O)C(c2ccc(OC)cc2)CN(C)C32C(=O)Nc3ccccc32)cc1 (centres undefined)	85	68	58	120	71	86	91	46
Oc1ccc(N2CCOCC2)cc1	105	99	113	92	101	87	87	113
CC(N)(Cc1ccccc1)C(=O)O (centres undefined)	86	104	100	100	97	80	102	99
C=CC1=C(C)C2=NC1=CC1=NC(=CC3=C(C)C4=C(O)CC(=C5NC(=C2)[C@@H](C)[C@@H]5CCC(=O)NCCCCCCNC(=O)CCCCCCCCCC2=C(C)C(=O)C(OC)=C(OC)C2=O)C4=N3)C(CC)=C1C	74	66	66	76	48	73	101	16
COC(C)(C)c1cc(C(C)(C)C)c(O)c(C(C)(C)C)c1	110	93	99	99	102	91	109	97
CCOc1ccc(-n2nc(C(=O)NCc3cc(F)cc(F)c3)nc2-c2cc(OC)c(OC)c(OC)c2)cc1	64	62	47	75	45	74	67	86
C[C@]12C[C@H](c3ccoc3)OC(=O)[C@H]1CC[C@@]1(C)[C@@H]2C=C[C@@H](O)[C@]1(O)C(=O)O	90	86	88	99	78	99	99	85
COc1ccc(C(=O)c2ccc(Cl)cc2)c(OC)c1OC	106	122	108	122	108	100	112	106
CCCCN(CCCC)CCC(C)(O)c1cc2ccccc2c2ccccc12 (centres undefined)	40	16	67	106	38	107	84	42
Cc1ccc(C)c(Oc2c(/C=N\N=c3\sc4ccccc4n3C)c(C)nn2-c2ccccc2)c1	21	104	99	96	90	106	101	97
C/C(=N\NC(=O)c1ccncc1)c1ccc(N)cc1	86	84	97	96	92	97	102	92
